Tb PYK inh: qHTS of Trypanosoma Brucei Inhibitors. pyruvate kinase (Trypanosoma brucei), Q57TT1. TbPYK enzyme, Kinase-Glo Plus ATP luminescence, 45 min. Potency, µM (highest dose often 76.8 µM), without a hit: at the highest dose activity, negative = inhibition, hits mostly inhibitors. actives 0.12% (n = 410,000). AID 624173, 2012; further: potency means the concentration at half of the fitted maximal effect; on the % scale 0 is the no-effect control and ±100 the full control effect; nearly all actives have a fitted effect of over 50% in size
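Luminescent Kinase-Glo Plus end-point after 45 min room-temperature reaction of T. brucei pyruvate kinase started with 130 uM ADP (final). Buffer TEA 50 mM pH 7.2 with KCl, MgCl2, BSA, Tween-20; titration-based qHTS with fitted concentration-effect curves.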
LmPK inhibitor: qHTS Assay for Inhibitors of Leishmania Mexicana Pyruvate Kinase (LmPK) | Q27686 | purified LmPK, Kinase-Glo ATP luminescence, 1 h | Potency, µM (highest dose often 57.5 µM), for inactives: at the highest dose activity change, negative = inhibition, actives largely listed as inhibitors | actives 0.37% (n = 290,000) | AID 1721, 2009; further: potency means the concentration at half of the fitted maximal effect; on the % scale 0 is the no-effect control and ±100 the full control effect
Target sequence (Q27686 whole entry, looked up): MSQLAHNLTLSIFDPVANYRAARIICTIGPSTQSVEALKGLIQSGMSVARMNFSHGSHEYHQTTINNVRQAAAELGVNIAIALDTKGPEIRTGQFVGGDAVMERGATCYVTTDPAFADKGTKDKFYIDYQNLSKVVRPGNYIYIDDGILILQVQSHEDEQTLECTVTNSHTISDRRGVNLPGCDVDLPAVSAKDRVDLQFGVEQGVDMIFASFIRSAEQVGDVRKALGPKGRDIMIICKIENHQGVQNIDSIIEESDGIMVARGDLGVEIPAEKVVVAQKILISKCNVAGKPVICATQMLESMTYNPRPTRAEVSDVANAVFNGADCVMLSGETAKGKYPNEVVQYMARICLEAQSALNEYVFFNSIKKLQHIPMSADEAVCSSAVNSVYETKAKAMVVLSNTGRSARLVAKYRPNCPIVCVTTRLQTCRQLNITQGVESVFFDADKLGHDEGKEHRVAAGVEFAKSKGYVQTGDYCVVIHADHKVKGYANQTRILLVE
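Kinase-Glo luminescence read after 1 h RT reaction of 0.1 nM LmPK with 0.5 mM PEP and 0.1 mM ADP. Activity scaled between uninhibited and enzyme-free controls.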
Cycloheximide cs: Cycloheximide Counterscreen for Small Molecule Inhibitors of Shiga Toxin. actives 12% (n = 300,000). max response, %. cell reporter, cycloheximide protein synthesis inhibition counterscreen. AID 2314, 2010; in the data active means max response mostly above about 13%, no sharp cut-off; inactive means mostly below about 14%; further: read at 38.3 µM for the half of the compounds with a filed dose; 0% is about no effect
AMA1-RON2 inh: qHTS for Inhibitors of AMA1-RON; Towards Development of Antimalarial Drug Lead: Primary Screen | AlphaScreen AMA1-biotinylated RON2 peptide binding | actives 0.2% (n = 360,000) | AID 720542, 2013 | Plasmodium falciparum AMA1 (3D7) - RON2 peptide interaction | Potency, µM (highest dose often 58.2 µM), inactives show at the highest dose activity change, negative = inhibition, most hits filed as inhibitors;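 further: potency means the concentration at half of the fitted maximal effect; 0% = vehicle wells and -100% = peptide control; nearly all actives have a fitted effect of over 45% in size; some results filed as inactive show a strong effect at the top dose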
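AMA1 (3D7) with his tag at 25 nM final met compounds first, then biotinylated RON2 peptide at 25 nM; detection used donor plus acceptor beads, 10 µg/mL apiece, read by AlphaScreen after 30 min at room temperature.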
Pf growth 48h: Primary qHTS for delayed death inhibitors of the malarial parasite plastid, 48 hour incubation | P. falciparum luciferase growth in erythrocytes, 48 h | Potency, µM (top dose mostly 28.7 µM), without a hit: at the highest dose activity change, negative = inhibition, most hits filed as inhibitors | actives 5.9% (n = 310,000) | AID 504832, 2011; further: potency means the concentration at half of the fitted maximal effect; on the % scale 0 is the no-effect control and ±100 the full control effect
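Firefly luciferase activity from engineered P. falciparum reports growth; inhibitors lower the luminescent signal. Cultures contained 2% hematocrit erythrocytes at 0.1% final parasitemia.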
Shiga inhibitor: A qHTS for Small Molecule Inhibitors of Shiga Toxin; actives 9.2% (n = 290,000); inhibition, % at 38.7 µM; Vero cells, Shiga toxin protein synthesis inhibition reporter; in the data active means inhibition mostly above about 28%, no sharp cut-off; inactive means mostly below about 43%; further: 0% is about no effect
Pf growth 96h: Primary qHTS for delayed death inhibitors of the malarial parasite plastid, 96 hour incubation; P. falciparum luciferase reporter growth, 96 h; Potency, µM (titrated, usually from 28.7 µM), for inactives: at the highest dose activity change, negative = inhibition, usual class: inhibitors; actives 6.9% (n = 320,000); AID 504834, 2011; further: potency means the concentration at half of the fitted maximal effect; on the % scale 0 is the no-effect control and ±100 the full control effect
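Parasite growth measured via integrated firefly luciferase reporter in P. falciparum. Infected erythrocytes at 2% hematocrit, 0.05% parasitemia final were treated 96 hours at 37 C under 5% CO2, and luminescence was read.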
Active calls of the source: *; ? = inconclusive; nt = not tested or not shown; [ ] = dose if it differs, or a comment. Unless noted, the call rests on the fitted dose curve; in most records, active means well fitted curve in the direction sought with a large enough effect; inconclusive means small, poorly fitted or top-dose-only effect, or another doubt; inactive means no such curve, though single readings can be large; an effect the other way counts as inactive or inconclusive.

Values in the order: Tb PYK inh, LmPK inhibitor, Cycloheximide cs, AMA1-RON2 inh, Pf growth 48h, Shiga inhibitor, Pf growth 96h
COc1ccc(CNC(=O)CN2C(=O)NC(C)(c3ccc(Cl)cc3)C2=O)cc1 (configuration not stated)
 : -3%, 5%, -3, 2%, -1%, -6, 8%
CCN(CC(=O)Nc1cc(Cl)ccc1C)C(=O)c1ccc2c(=O)n3c(nc2c1)CCC3
 : 1%, nt, nt, -4%, ?, nt, -19%
O=C(O)CCNS(=O)(=O)c1ccc2c(c1)CCCC2
 : 2%, 2%, -1, -1%, 57%[activator], 15, 10%
COc1ccc(-c2nnn(CC(=O)NCc3ccccc3)n2)cc1OC
 : 6%, 1%, 5, -3%, -8%, 10, -13%
O=C(CC1SC(N2CCCC2)=NC1=O)Nc1ccc(C(=O)NCc2ccc(F)cc2)cc1 (configuration not stated)
 : -4%, nt, nt, -2%, ?, nt, ?
COc1ccc(C(C(=O)NCC2CCCO2)N(C(=O)Cn2nnc3ccccc32)c2ccc(NC(C)=O)cc2)cc1OC (configuration not stated)
 : 9%, -2%, -1, 0%, ?, -10, ?
CCOc1ccc(CCNC(=O)CCCn2nc(C)c3c(C)n(-c4ccccc4)nc3c2=O)cc1
 : -1%, 1%, 1, 3%, -10%, 14, 13µM*
O=C(NCCCN1CCOCC1)C(=O)N/N=C/c1ccc2c(c1)OCO2
 : 2%, 0%, -1, 9%, 8%, -6, -1%
CCc1noc(C)c1C(=O)N(CC)CC(=O)NCc1ccc(Cl)cc1
 : 1%, nt, nt, 0%, 12%, nt, -10%
COC(=O)C1=C(C)N(C)C(=S)NC1c1ccc(Cl)cc1 (configuration not stated)
 : -8%, 11%, -6, 0%, -21%, 9, -12%
Cc1ccc(C(=O)NCCCNC(=O)COc2ccccc2Cl)cn1
 : -1%, -5%, -7, 2%, 0%, 3, 11%
O=[N+]([O-])c1ccc2nc(SCc3cn4cccnc4n3)[nH]c2c1
 : 2%, 3%, -1, 9%, 5%, 2, ?
CCCn1c(NC(=O)c2ccc(Br)cc2)nc2ccccc21
 : -3%, 4%, 9, 83%[activator], nt, -2, 2.9µM*
CS(=O)(=O)NC1c2cccc3cccc(c23)C1N1CCOCC1 (configuration not stated)
 : 5%, -1%, -3, -4%, 6%, -16, -1%
CCOC(=O)c1c(NC(=O)CN2C(=O)NC3(CCCC3)C2=O)sc(C)c1CC
 : 3%, nt, nt, -16%, ?, nt, ?

(further entries)
Values in the order: Tb PYK inh, LmPK inhibitor, Cycloheximide cs, AMA1-RON2 inh, Pf growth 48h, Shiga inhibitor, Pf growth 96h
COC(=O)CNC(c1ccccc1)c1cc(Br)ccc1N (configuration not stated)
 : 0%, 0%, 0, 5%, 8%, 14, 24%
NC(=O)CC(NC(=O)c1ccccc1)c1ccc(NCCc2ccc(Cl)cc2)c([N+](=O)[O-])c1 (configuration not stated)
 : -5%, 8%, -5, -10%, 13µM*, -8, ?
CCOc1ccc(-n2c(O)c(/C=C3\C=Nc4ccccc43)c(=O)[nH]c2=O)cc1
 : -10%, 1%, 2, -6%, 4%, -5, ?
O=C1CC(c2cccc(Cl)c2)CC(O)=C1C=Nc1cccc(Cl)c1 (configuration not stated)
 : -9%, -3%, -1, -6%, 14%, 4, 73%[activator]
O=C(CSc1cccc[n+]1[O-])c1ccc(Cl)cc1
 : -2%, -5%, 17*, 9%, -16%, 5, ?
CC(C)(C)C1COc2ccccc2N1C(=O)c1cccc(Cl)c1 (configuration not stated)
 : -14%, 7%, -4, -1%, ?, 2, ?
Cc1nonc1NC(=O)CSc1nc2ccccc2[nH]1
 : 5%, 4%, -1, -15%, 28%, 7, 92%[activator]
CC(C)(C)C(=O)CSc1nnc(Nc2ccccc2)s1
 : 2%, -2%, 34*, 5%, 57%[activator], 51, -4%
O=C(/C=C/c1ccccc1)Nc1cc(C(=O)O)cc(C(=O)O)c1
 : -6%, 2%, 1, -3%, ?, -14, 14%
COc1cc2nc(C3CCC3)nc(N3CCN(c4ccccc4OC)CC3)c2cc1OC
 : 5%, 3%, -5, ?, 13µM*, -2, ?
CCCc1cc2c(c(NC(C)=O)n1)c(=O)oc1ccccc12
 : -1%, -1%, -4, -13%, -14%, -3, -27%
Cc1cc2c(c(=O)o1)C(C13C=CC(CC1)C3)C(C#N)=C(N)O2 (configuration not stated)
 : -1%, 0%, 5, 4%, 2%, -9, nt
COCCNC(=S)NN=C1CCCCCC1
 : -1%, 7%, 8, 60%[activator], ?, 25, 3%
CCOC(=O)c1sc(NC(=O)c2cc(-c3cccc(O)c3)on2)c(C(=O)OCC)c1C
 : -11%, 1%, 1, -2%, 33%[activator], -12, ?
O=C(NNC(=O)c1ccccc1OCc1ccccc1)c1ccccc1F
 : 0%, 0%, 69*, 35%[activator], 41%[activator], 73*, 68%[activator]

(more compounds)
Values in the order: Tb PYK inh, LmPK inhibitor, Cycloheximide cs, AMA1-RON2 inh, Pf growth 48h, Shiga inhibitor, Pf growth 96h
Cn1nc(C(F)(F)F)c2cc(C(=O)Nc3ccc(F)cc3)sc21
 : 2%, 1%, 1, -20%, ?, -1, ?
CCOC(=O)Cc1cc(=O)[nH]c(/N=C(\N)Nc2ccc(C)cc2C)n1
 : -23%, 8%, 2, 4%, nt, 12, 19%
COC(=O)c1cc2n(n1)CCCNC2=O
 : 0%, 0%, -5, -4%, 3%, 22, 8%
CC(C)S(=O)(=O)c1csc(NC(=O)Nc2cccc([N+](=O)[O-])c2)c1Cl
 : 1%, 1%, 4, 0%, ?, 13, ?
CC(C)c1ccc(NC2=NCC(=O)N2Cc2cccs2)cc1
 : -5%, -1%, 13, 0%, 10%, 68, 30%
Cc1ccc(C)c(OCCC(=O)OCC(=O)N2CCN(S(=O)(=O)c3ccc(Cl)cc3)CC2)c1
 : -1%, nt, nt, 3%, ?, nt, 44%[activator]
CC(=O)Nc1ccc(NCN2C(=O)[C@@H]3[C@H]4CC[C@H](C4)[C@@H]3C2=O)cc1
 : -7%, -1%, -2, -9%, 19%, -2, 28%
CCCCN(C)/C=N/c1c(C#N)cnn1-c1ccc(C)cc1
 : -2%, 2%, -3, 5%, 0%, -4, -2%
CC1(C)CC2(CCO1)N1CC3(C)CN2CC(C)(C1)C3O (configuration not stated)
 : -1%, 1%, -3, 2%, 6%, -19, nt
CCc1nnc(SCC(=O)Nc2ccc(N3CCOCC3)cc2)n1C
 : 1%, -7%, -3, -12%, 24%, -3, ?
CNC(=O)c1nc(C)n(-c2ccc(Cl)cc2Cl)n1
 : ?, 1%, 1, 38%[activator], -13%, 6, ?
O=C(Nc1ccccc1)NC1CCS(=O)(=O)C1 (configuration not stated)
 : -2%, 1%, -3, -4%, 10%, 1, 9.3µM*
COc1ccc(C(C)=O)cc1COC(=O)c1c(C)nn(-c2ccccc2)c1C
 : 1%, 0%, -1, -2%, ?, -5, ?
CN(C)CCCNC(=S)N(CCCN(C)C)Cc1cc2cc3c(cc2[nH]c1=O)OCO3
 : -2%, -2%, 0, -3%, 27%, -5, -1%
O=C(NCc1ccco1)C1CC(c2cccc([N+](=O)[O-])c2)=NO1 (configuration not stated)
 : 4%, -2%, -3, -5%, 21%, -6, 38%[activator]

One compound at a time (already shown). Order of screens: Tb PYK inh	LmPK inhibitor	Cycloheximide cs	AMA1-RON2 inh	Pf growth 48h	Shiga inhibitor	Pf growth 96h
CCCCN(C)/C=N/c1c(C#N)cnn1-c1ccc(C)cc1 in the list: -2%	2%	-3	5%	0%	-4	-2%
CC(=O)Nc1ccc(NCN2C(=O)[C@@H]3[C@H]4CC[C@H](C4)[C@@H]3C2=O)cc1 in the list: -7%	-1%	-2	-9%	19%	-2	28%
CCOC(=O)Cc1cc(=O)[nH]c(/N=C(\N)Nc2ccc(C)cc2C)n1 in the list: -23%	8%	2	4%	nt	12	19%

Following part
Values in the order: Tb PYK inh, LmPK inhibitor, Cycloheximide cs, AMA1-RON2 inh, Pf growth 48h, Shiga inhibitor, Pf growth 96h
CCOc1ccc(NC(=O)c2ccc(N3CC4CC(C3)c3cccc(=O)n3C4)c(NC(=O)c3ccncc3)c2)cc1 (configuration not stated)
 : -6%, 5%, -5, -6%, ?, -2, 33%[activator]
O=C(CN1CCN(S(=O)(=O)c2ccc(F)cc2)CC1)Nc1ccccc1C(=O)NC1CC1
 : -1%, nt, nt, 5%, ?, nt, -16%
CC(C)Cc1nc(Cl)c(C#N)c2c1CCCC2
 : -7%, 3%, -8, 16%, -10%, -9, ?
O=C1c2ccccc2C(=O)N1Cc1nn2c(-c3ccc(Cl)cc3)nnc2s1
 : -3%, 1%, -2, -7%, 7%, -17, -22%
C/C(=N\NC(=O)c1cccc2ccccc12)c1cccs1
 : -6%, -2%, 29*, 18%, 82%[activator], 70*, 100%[activator]
COc1ccc(/C=C(\C#N)C(=O)Nc2ccc3[nH]c(=O)[nH]c3c2)cc1
 : -4%, 1%, -2, 2%, 8%, 22, ?
CCn1cnc2c1c(=O)n(CC(=O)Nc1ccc3c(c1)OC(F)(F)O3)c(=O)n2Cc1ccccc1
 : -11%, 2%, -2, 17%, ?, -5, nt
Cc1nc(C)n(CC(O)COc2ccc3ccccc3c2)n1 (configuration not stated)
 : 4%, 2%, 10, -3%, 1%, 23, 5%
CC(C)Oc1ccc(/C=N/NC(N)=S)cc1
 : -10%, 1%, 61*, 39%[activator], 85%[activator], 67*, -16%
Cc1ccc(CN2CCN(/N=C/c3cccnc3)CC2)c(C)c1
 : -3%, 0%, 1, ?, 8%, 11, -5%
COc1ccc(Cl)cc1NC(=O)CN1CCC(NC(=O)C2CC2)CC1
 : -12%, 0%, 1, 0%, ?, 5, 22%
Cc1ccc(NC(=O)CCC(=O)NNC(=S)Nc2ccccc2)c(C)c1
 : -2%, -7%, 1, 107%[activator], -20%, -8, ?
CCCn1c(N)c(C(=O)CSc2nnc(Cc3cccs3)n2C2CC2)c(=O)n(C)c1=O
 : 0%, nt, nt, -3%, 4.7µM*, nt, 4.1µM*
Cc1cc(C)n(CCC(=O)N=Nc2c(O)[nH]c3ccc(Br)cc23)n1
 : 0%, 0%, -2, -5%, 0%, 21, 45%[activator]
O=C(Cn1c2c(c(=O)n3ncnc13)CCC2)N/N=C/c1ccc(Cl)cc1
 : 3%, 0%, 1, -11%, -9%, 14, ?
CCOc1ccc(-c2nnn(CC(=O)Nc3cccc(OC)c3)n2)cc1OCC
 : 6%, 8%, 1, -3%, -23%, -2, 12µM*
CC1CCCCN1CC(=O)c1ccc2cc[nH]c2c1 (configuration not stated)
 : -9%, 1%, -2, 0%, nt, -8, -16%
CCn1c(CNC(=O)C23CC4CC(CC(C4)C2)C3)nnc1SCC(=O)Nc1nnc(C)s1
 : -7%, 0%, -8, -1%, nt, -14, 7.4µM*

Bioassay records: PubChem BioAssay, National Center for Advancing Translational Sciences (NCATS)
